human PMI inhibitors – human PMI inhibitors, high substrate, primary screen, biochemical, fluorescence intensity, high mannose 6-phosphate (AID 1220); Mannose-6-phosphate isomerase (Homo sapiens); recombinant PMI enzyme, coupled fluorescence intensity; higher % means a stronger effect; one-dose inhibition, % at 20 µM; IC50 in µM for titrated hits; 190,000 compounds, 0.66% hits
PMI inhibitors – inhibitors of human PMI, primary screen, biochemical, fluorescence intensity, coupled assay (AID 1209); Mannose-6-phosphate isomerase (Homo sapiens); purified PMI enzyme, coupled fluorescence intensity; higher % means a stronger effect; 190,000 compounds, 0.42% hits; one-dose inhibition, % at 20 µM; IC50 in µM for titrated hits;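 note: plate controls were DMSO vehicle for no effect and wells lacking substrate for full effect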
LYP inhibition – inhibitors of LYP phosphatase, biochemical, fluorescence intensity, uHTS (AID 1779). recombinant LYP phosphatase, fluorescence intensity; higher % means a stronger effect. 290,000 compounds, 0.054% hits. Tyrosine-protein phosphatase non-receptor type 22 (Homo sapiens). inhibition, % at 11.5 µM, or IC50 in µM where a hit was titrated;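 note: plate controls were vehicle with enzyme for no effect and no enzyme for full effect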
AID2073 – inhibitors of Mint1-CaV2.2 protein interaction, biochemical, HTRF (AID 2073); one-dose inhibition, % at 20 µM; IC50 in µM for titrated hits; HTRF protein-protein interaction, Mint1-CaV2.2; higher % means a stronger effect; Voltage-dependent N-type calcium channel subunit alpha-1B (Homo sapiens); 290,000 compounds, 0.19% hits; in the data active = inhibition mostly above about 51%, no sharp cut-off; note: some results filed as inactive read as strong as hits
XIAP antagonists – XIAP antagonists, biochemical, IAP family, fluorescence polarization (AID 1018); E3 ubiquitin-protein ligase XIAP (Homo sapiens); 200,000 compounds, 0.007% hits; displacement, % at 20 µM; hits with a dose series show IC50 in µM; XIAP BIR domain, fluorescence polarization peptide displacement; higher % means a stronger effect; in the data active = displacement above about 50%; note: a part of the inactive calls stands beside numbers as strong as those of hits
Dynein transport – inhibitors of GR-EGFP nuclear translocation, primary screen, dynein cargo transport inhibitor project, imaging, high-content, 3617.4 mouse cells; test concentration mostly 20 µM; stimulated with dexamethasone, 1 µM; active compounds read low; z-score, hits read low; 220,000 compounds, 0.47% hits;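 active = plate z-score of nuclear minus cytoplasmic receptor signal below a set negative limit, without overly bright fluorescence or cell loss, cut at about -3.5 in these data, passing the limit was not always enough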;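 note: z-score of nuclear minus cytoplasmic ring GR-EGFP intensity difference per well; some compounds called inactive have numbers as strong as hits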
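medium = tetracycline-free induction medium containing charcoal-stripped FBS | also added = 1.0 µM final dexamethasone stimulus | schedule = 48 h induction, 1 h compound, 30 min dex at 37 °C | technique = fixed, Hoechst-stained cells imaged at 10x for EGFP | measure = GR-EGFP nuclear translocation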
P. falciparum M1AAP – P. falciparum M1AAP inhibitors, biochemical, fluorogenic H-Leu-NHMec substrate, 1536-well (AID 1445). inhibition, % at 30 µM, or IC50 in µM where a hit was titrated. recombinant M1AAP, H-Leu-NHMec fluorogenic kinetic assay; higher % means a stronger effect. Aminopeptidase N (Plasmodium falciparum (isolate 3D7)). 220,000 compounds, 0.42% hits;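 active = primary inhibition above the hit cutoff, then over 50% inhibition at one or more dose response concentrations, cut at about 23% in these data, passing the limit was not always enough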;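 note: plate controls were DMSO full reaction for no effect and no enzyme background for full effect; strong numbers were not always called active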
Siah-1 displacement – Siah-1 peptide-binding antagonists, primary screen, biochemical, fluorescence polarization, rhodamine-plectin, uHTS (AID 1817) | E3 ubiquitin-protein ligase SIAH1 (Homo sapiens) | Siah-1 / rhodamine-plectin peptide fluorescence polarization; higher % means a stronger effect | one-dose displacement, % at 20 µM; IC50 in µM for titrated hits | 290,000 compounds, 0.02% hits;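 active = displacement of at least 50% at 20 µM, with a fluorescence ratio check between 0.3 and a set limit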;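 note: plate controls were Siah plus tracer with DMSO for no effect and tracer alone without Siah for full effect; strong numbers were not always called active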
M17LAP inhibition – P. falciparum M17LAP inhibitors, primary screen, biochemical, fluorogenic H-Leu-NHMec substrate, 1536-well (AID 1619) | 220,000 compounds, 0.38% hits | Leucine aminopeptidase (Plasmodium falciparum (isolate 3D7)) | inhibition, % at 30 µM; hits with a dose series show IC50 in µM | recombinant M17LAP, H-Leu-NHMec fluorogenic kinetic assay; higher % means a stronger effect;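 active = compound inhibiting the enzyme by more than half at any dose during confirmatory dose-response retesting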;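 note: plate controls were full reaction with DMSO carrier for no effect and no enzyme background for full effect; strong numbers were not always called active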
Dynein transport cytoplasmic EGFP – second read-out of Dynein transport, no call of its own (marks repeat the call); z-score; measured here: cytoplasmic GR-EGFP intensity; active compounds read high
Dynein transport nuclear GR-EGFP – also measured in Dynein transport; calls as there; z-score; measured here: nuclear GR-EGFP intensity;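 lower value marks the stronger effect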
Dynein transport cell count – second read-out of Dynein transport, no call of its own (marks repeat the call); z-score; measured here: cell count per field
An asterisk follows results filed as active; . = no result given. Cut-off read from the data, not from the text of the source, unless noted: active = inhibition above about 50%; inactive = the rest.

structure	human PMI inhibitors	PMI inhibitors	LYP inhibition	AID2073	XIAP antagonists	Dynein transport	Dynein transport cytoplasmic EGFP	Dynein transport nuclear GR-EGFP	Dynein transport cell count	P. falciparum M1AAP	Siah-1 displacement	M17LAP inhibition
CCOC(=O)c1c(C)n(CCNC(C)=O)c2ccc(O)cc12	2.2%	2.2%	-6.0%	2.6%	-2.6%	2.44	0.0238	1.1	-0.855	-7.6%	1.4%	-1.3%
O=S1(=O)CC/C(=N\Nc2ccc(F)cc2)c2ccsc21	-164.0%	-72.5%	2.4%	-15.9%	-5.0%	-0.204	-0.126	-0.15	-0.257	12.2%	0.3%	4.3%
COc1cc2c(C(=O)N3CCN(Cc4ccc5c(c4)OCO5)CC3)cn(C)c(=O)c2cc1OC	-1.6%	8.8%	3.2%	5.2%	-7.9%	0.487	-0.233	0.662	0.927	-2.8%	2.7%	9.8%
CCn1c2ccccc2c2nnc(SCCCn3c(=O)[nH]c4ccccc43)nc21	-7.6%	-6.9%	4.2%	15.6%	-2.9%	-0.329	-0.205	0.242	-0.417	21.8%	-2.4%	7.0%
CCOc1cc(NC(=S)NC)c(OCC)cc1NC(=O)c1ccc(OC)cc1	49.8%	12.7%	1.9%	-8.5%	-6.6%	-0.144	-0.373	0.151	0.486	2.7%	2.1%	16.8%
COc1ccc(NC2CC(=O)N(c3ccccc3)C2=O)cc1 (stereo unspecified)	-6.4%	-3.2%	-1.6%	-4.0%	-4.1%	-0.598	-0.26	-0.144	0.207	5.0%	3.8%	5.6%
Cc1ccc(C2CC(c3cccs3)=NN2C(=O)CSc2nc3ccccc3o2)cc1 (stereo unspecified)	13.3%	22.2%	2.0%	8.3%	-7.8%	-0.404	0.827	0.256	0.0259	6.0%	2.5%	-3.5%
CCN1C(=O)/C(=c2\sc3nc(=O)c(Cc4ccccc4)nn3c2=O)c2ccccc21	.	.	-6.5%	-36.9%	.	-0.597	-0.244	0.106	0.138	7.9%	1.6%	14.9%
CCOc1ccc(NCC2CCOC(C)(C)C2)cc1 (stereo unspecified)	50.9%*	23.1%	-7.2%	-26.8%	-15.6%	-0.862	-0.212	-0.606	0.693	17.2%	4.7%	82.4%
COc1cccc(C(C)NC(=S)NCc2ccc(Cl)cc2)c1 (stereo unspecified)	-1.9%	7.0%	-0.7%	1.3%	-0.2%	-0.0349	-0.289	-0.0158	0.527	0.5%	3.9%	-4.2%
C1CN(c2nc3nonc3nc2N2C[C@H]3CC[C@H]2C3)CCS1	-6.6%	-6.4%	7.4%	4.3%	-1.6%	-0.396	-0.337	-0.436	0.406	-5.3%	-1.1%	-0.6%
C/C(=N\Nc1nc(C)cc(C)n1)c1ccc(C)o1	.	.	-5.3%	-6.8%	.	-0.595	-0.238	0.117	0.667	0.3%	-7.6%	8.0%
Cc1ccc(/C=C/C(=O)Nc2nn[nH]n2)o1	-72.8%	-46.5%	-8.1%	44.3%	-3.2%	0.245	-0.246	0.867	-0.548	-0.2%	6.8%	13.7%
COCCNC(=O)/C(C#N)=C/C=C/c1ccccc1[N+](=O)[O-]	14.7%	8.3%	0.6%	10.8%	-4.6%	-3.52*	0.448*	-1.2*	-0.445*	11.5%	16.8%	17.5%
CCC(C)CCCCNC1=NCCS1 (stereo unspecified)	-13.5%	-16.3%	-4.0%	1.9%	-7.1%	-1.64	-0.307	-0.389	1.15	1.1%	-2.7%	-0.3%
O=C(Nc1cc(=O)[nH]c2nc(-c3ccc(Cl)cc3)nn12)c1ccccc1	.	.	-8.2%	16.2%	.	-0.643	-0.126	-0.233	0.712	-3.1%	9.5%	-1.7%
CCOC(=O)c1ccc[n+](CC(=O)Nc2ccccc2OC(F)F)c1	-11.5%	-22.1%	-6.6%	-6.7%	-2.2%	-0.858	0.225	-0.0623	1	7.6%	-1.3%	-2.7%
COc1cc(CCCN2C(=S)NC[C@@H]2CCCCN)cc(OC)c1OC	-4.2%	16.3%	-7.7%	0.6%	-2.2%	-0.387	-0.234	0.0459	-0.17	-3.4%	4.8%	4.8%
O=C(O)CCCCn1c(SCc2cc(=O)n3cc(Cl)ccc3n2)nc2ccsc2c1=O	0.6%	0.9%	1.9%	9.1%	-2.9%	-0.772	-0.267	0.167	0.453	7.6%	9.7%	53.8%
CC(C)CC1NC(=O)N(Cc2cc(=O)n3ccsc3n2)C1=O (stereo unspecified)	5.3%	-1.2%	-1.5%	17.0%	-4.5%	-0.231	-0.193	0.112	-1.3	7.1%	0.3%	-13.3%
CN(C)c1ccnc(Oc2ccc(C(C)(C)C)cc2)c1C#N	4.2%	22.1%	-4.1%	3.4%	-3.7%	1.43	-0.197	-0.0242	-0.601	5.4%	0.6%	-12.9%
Nc1cc(Cl)ccc1C(=O)OCC(=O)NC1CCS(=O)(=O)C1 (stereo unspecified)	2.3%	8.6%	0.2%	3.1%	0.7%	-1.19	-0.2	-0.919	0.669	3.5%	3.0%	-47.8%
CC(C)NC(=O)C1CCN(C2CCN(C(=O)Cc3ccc4c(c3)OCO4)CC2)CC1	0.2%	-0.7%	-3.2%	5.4%	-2.5%	-1.19	0.105	-0.424	1.02	2.2%	-0.2%	-4.2%
COC(=O)c1ccc(-c2ccc(/C=N/NC(=O)Cc3nnc(N)s3)o2)cc1	.	.	5.7%	51.4%	.	0.382	0.709	0.885	-0.535	.	-4.2%	.
CC12CCC(C(=O)N3CCOCC3)([C@H](Br)C1=O)C2(C)C (stereo partly specified)	.	.	-2.5%	0.1%	.	-1.26	-0.232	-0.0717	0.228	.	2.2%	.
CCOc1ccc(C2c3cc(OC)c(OC)cc3CC(=O)N2c2ccccc2)cc1 (stereo unspecified)	-1.2%	-4.8%	-4.2%	3.8%	-8.3%	0.625	-0.216	-0.121	-0.011	-3.1%	-0.2%	-2.5%
Nc1nc2ccc(O)cc2s1	3.0%	4.6%	-4.5%	-13.5%	-3.7%	-0.317	-0.234	-0.238	0.828	8.1%	-1.4%	-19.8%
O=C(NNC(=O)c1cccs1)c1ccc(Cl)c([N+](=O)[O-])c1	-5.5%	2.5%	-7.9%	6.9%	-5.4%	1.17	-0.249	0.647	-0.64	2.6%	4.6%	5.0%
O=CN1CCN(C(=O)c2ccc([N+](=O)[O-])cc2)CC1	2.7%	14.9%	-8.8%	-3.6%	-5.0%	-0.554	-0.234	-0.521	0.185	1.6%	6.3%	10.0%
CCCCS(=O)(=O)Nc1ccc2cn[nH]c2c1	39.8%	10.0%	-5.6%	7.2%	-4.6%	0.138	-0.36	0.00837	-0.0786	-0.2%	7.4%	5.8%

Part of the list above, as labelled records:
> CC(C)CC1NC(=O)N(Cc2cc(=O)n3ccsc3n2)C1=O (stereo unspecified)
  human PMI inhibitors = 5.3%
  PMI inhibitors = -1.2%
  LYP inhibition = -1.5%
  AID2073 = 17.0%
  XIAP antagonists = -4.5%
  Dynein transport = -0.231
  Dynein transport cytoplasmic EGFP = -0.193
  Dynein transport nuclear GR-EGFP = 0.112
  Dynein transport cell count = -1.3
  P. falciparum M1AAP = 7.1%
  Siah-1 displacement = 0.3%
  M17LAP inhibition = -13.3%

> CN(C)c1ccnc(Oc2ccc(C(C)(C)C)cc2)c1C#N
  human PMI inhibitors = 4.2%
  PMI inhibitors = 22.1%
  LYP inhibition = -4.1%
  AID2073 = 3.4%
  XIAP antagonists = -3.7%
  Dynein transport = 1.43
  Dynein transport cytoplasmic EGFP = -0.197
  Dynein transport nuclear GR-EGFP = -0.0242
  Dynein transport cell count = -0.601
  P. falciparum M1AAP = 5.4%
  Siah-1 displacement = 0.6%
  M17LAP inhibition = -12.9%

Carrying on:
structure	human PMI inhibitors	PMI inhibitors	LYP inhibition	AID2073	XIAP antagonists	Dynein transport	Dynein transport cytoplasmic EGFP	Dynein transport nuclear GR-EGFP	Dynein transport cell count	P. falciparum M1AAP	Siah-1 displacement	M17LAP inhibition
CN1CCSc2ccc(C(=O)Nc3cc(F)ccc3F)cc21	.	.	-2.5%	37.9%	.	-0.408	-0.142	-0.0646	0.111	5.0%	10.3%	-20.3%
COc1cc(/C=C(\C#N)c2nc3ccccc3[nH]2)cc(OC)c1O	26.2%	11.2%	3.1%	-9.3%	-4.7%	-0.621	-0.26	-0.246	1.42	20.3%	-11.2%	8.3%
Cc1ccc(CSCCNC(=O)c2ccc(N(C)S(=O)(=O)c3ccccc3)cc2)cc1	26.3%	26.9%	1.9%	-2.6%	-7.4%	1.07	-0.087	0.462	-0.599	-4.0%	-0.8%	1.5%
O=C(O)c1cccc(Cn2cccn2)c1	-3.5%	-9.3%	-5.9%	-7.5%	-10.5%	-0.122	-0.241	0.385	-0.193	-1.2%	0.3%	1.7%
COc1ccc(S(=O)(=O)Nc2ccc(O)c(Sc3ncn[nH]3)c2)cc1	13.0%	10.6%	-0.3%	-42.2%	-22.9%	-0.554	-0.258	-0.298	1.15	18.0%	-5.3%	25µM*
CCOc1cc(S(=O)(=O)Nc2cc(C)cc(C)c2)ccc1Cl	23.8%	28.0%	0.0%	11.7%	-4.2%	-0.925	-0.0944	-0.174	0.208	3.8%	-1.0%	14.4%
COc1ccc2cc(C#N)c(Cl)nc2c1	7.2%	11.1%	-10.1%	20.7%	-4.7%	-0.235	-0.254	-0.0101	0.444	3.1%	0.6%	-1.2%
CC(NC(=O)c1cn(C(C)c2ccccc2F)nn1)c1ccncc1 (stereo unspecified)	-6.5%	-7.2%	-11.6%	-2.7%	-1.7%	-0.0848	-0.273	0.157	-0.334	5.3%	-0.9%	-1.7%
CSc1nnc(-c2sc3cc(Cl)ccc3c2Cl)n1C	7.0%	6.5%	-0.4%	-4.7%	2.2%	0.317	0.892	0.61	-0.157	-3.0%	5.8%	-22.0%
Cc1ccc(/C=C2\SC(=S)N(C3CCS(=O)(=O)C3)C2=O)cc1 (stereo unspecified)	-2.5%	-6.9%	-5.7%	-15.7%	-1.6%	0.157	-0.295	0.248	-0.543	-1.3%	11.1%	-5.0%

High-throughput results: PubChem BioAssay, several laboratories

This is a random part of the collection (roughly 2.1% active in at least one column).
